BRCA1 expr act = increases BRCA1 expression; Potency, µM (top dose mostly 46.1 µM), for the others: at the top dose activation, most hits filed as activators; hit rate 1.1% among 380,000; AID 624202; MCF7-BRCA1-FFLuc reporter, luminescence, 48 h; response scale: scaled: vehicle 0%, 10 µM genistein 100%; note: potency is the fitted concentration of half-maximal effect; nearly all actives have a fitted effect of over 80% in size; some results filed as inactive show a strong effect at the top dose
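48 h compound treatment of MCF7-BRCA1-FFLuc cells (phenol-red free MEM, 37 °C), then 15 min with luciferase substrate and luminescence imaging.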
Integrin act MD = activates integrin-mediated alleviation for muscular dystrophy. AID 624291. hit rate 0.064% among 350,000. Potency, µM (top dose mostly 38.3 µM), for inactives: at the top dose activation, actives largely listed as activators. alpha7betagal myoblasts, beta-gal FDG fluorescence, 48 h;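 note: potency is the fitted concentration of half-maximal effect; 100% = response of the positive control SU9516; nearly all actives have a fitted effect of over 60% in size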
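alpha7betagal+/- myoblasts (passage 13, 250/well) treated 48 h at 37C with compounds at 1:260 dilution of DMSO stock. Lysed, then beta-galactosidase activity read as FDG fluorescence (ex 480/em 540) after 30 min, with pre-read for autofluorescence.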
PTAP TSG101 blk = blocks PTAP/TSG101 interaction to inhibit HIV-1 budding. Q99816. Fluorescence polarization, FITC-PTAP peptide / Tsg101 binding. Potency, µM (top dose mostly 115 µM), for inactives: at the highest dose activity change, negative = inhibition, usual class: inhibitors. 340,000 tested, under 10 active. AID 493005; active = well fitted inhibition curve with a large enough effect in the main read-out, with a control signal flat, not every such curve was filed as active; inconclusive = small, poorly fitted or top-dose-only effect, or effect the other way, or a change in a side signal; inactive = no such curve, though single readings can be large or run the other way; note: potency is the fitted concentration of half-maximal effect; % of control where 0% means no effect
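Compounds were pin-transferred onto Tsg101 binding domain (10 uM final) in HEPES pH 7.5 buffer, then FITC-PTAP peptide was added at 50 nM final. After 20 min at RT, polarization reported peptide displacement across a qHTS concentration series.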
TCR activator = T cell receptor activation; primary human leukocytes, anti-CD3, IL-2 HTRF, 48 h; Potency, µM (titrated, usually from 9.22 µM), inactives show at the highest dose activation of IL-2 secretion, hits mostly activators; AID 504894; 330,000 tested, under 10 active; note: % of control where 0% means no effect
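Activity was scored as IL-2 release from primary human leukocytes given only a TCR signal (a-CD3 beads) plus compound for 48 hr. Detection used a two-antibody HTRF format read at 665nm.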
B2AR arrestin = recruits beta-arrestin to the human beta2-adrenergic receptor; AID 492947; P07550; Potency, µM (doses to about 46.1 µM), inactives show at the highest dose activation, most hits filed as activators; beta-arrestin recruitment to beta2AR, cell-based reporter; hit rate 0.02% among 330,000;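 note: potency is the fitted concentration of half-maximal effect; 0% = DMSO controls and full agonism = EC100 isoproterenol or metaproterenol; nearly all actives have a fitted effect of over 65% in size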
p53 reactivation = mutant p53 re-activation in reporter cells | H1299 p53-A138V BP100-luciferase reporter, luminescence, 24 h | Potency, µM (doses to about 92.2 µM), for the others: at the top dose activity change, positive = activation, hits mostly activators | hit rate 0.063% among 320,000; note: potency is the fitted concentration of half-maximal effect; % of control where 0% means no effect; nearly all actives have a fitted effect of over 45% in size
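H1299 (p53-null), stable ts p53-A138V + BP100-Luc; 1000 cells/well, Opti-MEM/10% FBS; cpd 4 pt, 1:5; 24 h, 37 deg C, 5% CO2; detection reagent 10 min RT; luminescence.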
TRPV1 agonist = activates the human vanilloid receptor TRPV1; activation, % at 8.33 µM; AID 540275; hit rate 0.19% among 320,000; TRPV1-expressing cells, Fluo-8 calcium influx, agonist mode; in the data active = activation above about 80%; inconclusive = between about 30% and that limit; note: 0% is about no effect
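Fluo-8 calcium influx in TRPV1-expressing cells, kinetic read (ex 480/em 520 nm). Compound added and read 3 min for agonist activity, followed by capsaicin at EC20 final and 2 min further read for enhancement.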
AT treatment = potential ataxia-telangiectasia treatment; […] A-T fibroblasts, KAP-1 phosphorylation AlphaLISA; neocarzinostatin DNA damage 30 min before lysis; Potency, µM (highest dose often 57.5 µM), for inactives: at the top dose activation, actives largely listed as activators; hit rate 0.19% among 320,000; AID 485349; note: potency is the fitted concentration of half-maximal effect; % of control where 0% means no effect; nearly all actives have a fitted effect of over 45% in size
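hTERT-immortalized A-T patient fibroblasts ([…]), 500 cells/well in OPTI-MEM, 1% FBS, got compounds for 60 min, then NCS for 30 min at 37C. Lysates were then assayed for phospho-KAP-1 by AlphaLISA (anti-pKAP1 donor, anti-KAP1 acceptor beads), 6 hr at 25C.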
ELG1 repair inh = blocks ELG1-dependent DNA repair in HEK293T cells; HEK293T ELG1-luciferase reporter, luminescence, 16 h; DNA damage induced by 5-fluorouridine; Potency, µM (series often up to 46.1 µM), for the others: top-dose activity change, negative = inhibition, most hits filed as inhibitors; hit rate 2.3% among 330,000; note: potency is the fitted concentration of half-maximal effect; % is set by controls: 0 for no effect and ±100 for the full control effect; nearly all actives have a fitted effect of over 55% in size
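Quantitative HTS, concentration-response format. 2,000 cells/well co-treated with 5-fluorouridine and compound, 16 hr in 5% CO2 at 37 °C; ONE-Glo luminescence read after 30 min.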
MLL CXXC-DNA inh = inhibitors of human MLL CXXC domain-DNA interaction; Q03164; MLL-CXXC / FITC-HOXA9 DNA fluorescence polarization; Potency, µM (doses to about 115 µM), inactives show at the top dose activity change, negative = inhibition, most hits filed as inhibitors; hit rate 0.037% among 290,000; AID 2662; active = well fitted inhibition curve with a large enough effect in the polarisation, with a control signal flat, not every such curve was filed as active; inconclusive = small, poorly fitted or top-dose-only effect, or effect the other way, or a change in a side signal; inactive = no such curve, though single readings can be large or run the other way; the % refers to the polarisation; note: potency is the fitted concentration of half-maximal effect
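Steps: dispense CXXC domain solution (7 uM) → pin compounds or unlabeled HOX-A9 DNA control → 5 min ambient → add FLSN-HOX-A9 solution (50 nM) → spin → 30 min ambient → fluorescence polarization. Tris pH 7.5/NaCl/DTT/BSA buffer.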
* hit, by the source's call; [ ] = dose if it differs, or a comment. Unless noted, calls come from the whole dose curve; as a rule, active = well fitted curve in the direction sought with a large enough effect; inconclusive = small, poorly fitted or top-dose-only effect, or another doubt; inactive = no such curve, though single readings can be large; an effect the other way counts as inactive or inconclusive.

For C/C(=N\Nc1nc(C)cc(=O)[nH]1)C1CC1 the results were BRCA1 expr act -11%, Integrin act MD -5%, PTAP TSG101 blk -8%, TCR activator -2%[46.1 µM], B2AR arrestin -0.3%, p53 reactivation -2%, TRPV1 agonist 1, AT treatment -5%, ELG1 repair inh 23% and MLL CXXC-DNA inh 3%.
Screening O=S(=O)(Oc1ccccc1)c1ccc(Cl)c(Cl)c1 returned BRCA1 expr act -4%, Integrin act MD 0%, PTAP TSG101 blk 0% and TCR activator 0%.
CNS(=O)(=O)c1ccc(NC(=O)Nc2cccc(F)c2)cc1 was read as BRCA1 expr act 66%, Integrin act MD 13%, PTAP TSG101 blk -3%, TCR activator 1%, B2AR arrestin -2.0%, p53 reactivation 2%, TRPV1 agonist 12, AT treatment 7%, ELG1 repair inh inconclusive and MLL CXXC-DNA inh -1%.
For COc1ccc(OC)c(C(O)c2coc3ccc(O)c(CN(C)C)c23)c1 (centres undefined) the results were BRCA1 expr act -4%, Integrin act MD -12%, PTAP TSG101 blk 0%, B2AR arrestin 0.6%, p53 reactivation -2%, TRPV1 agonist -2, AT treatment -7%, ELG1 repair inh 2% and MLL CXXC-DNA inh 6%.
For COc1ccc(F)c(CN2CCCC(CNS(=O)(=O)c3cccc4cccnc34)C2)c1 (centres undefined) the results were BRCA1 expr act -16%, Integrin act MD inconclusive, PTAP TSG101 blk -2%, TCR activator 3%, B2AR arrestin 0.1%, p53 reactivation 0%, TRPV1 agonist 22, AT treatment -5%, ELG1 repair inh -7% and MLL CXXC-DNA inh 26%.
`C#Cc1ccc([C@@H]2C=C(C(=O)OCC=C)O[C@H](OCc3ccc(CO)cc3)C2)cc1` gave BRCA1 expr act -1%, Integrin act MD 22%, TCR activator 0%, B2AR arrestin 0.0%, p53 reactivation 0%, TRPV1 agonist inconclusive, AT treatment 7% and MLL CXXC-DNA inh -19%.
CCCCOP(=O)(c1ccc(N(C)C)cc1)C(O)c1cccnc1 (centres undefined) was read as BRCA1 expr act -3%[1.84 µM], Integrin act MD 1%, PTAP TSG101 blk -3%, TCR activator 2%, B2AR arrestin -0.3%, p53 reactivation 3%, TRPV1 agonist -1, AT treatment -7%, ELG1 repair inh -1% and MLL CXXC-DNA inh 0%.
`Cc1ccc(S(=O)(=O)NCC(=O)N(CC(=O)NCc2ccco2)Cc2cccs2)cc1` gave BRCA1 expr act 0%, Integrin act MD 5%, PTAP TSG101 blk -6%, TCR activator 1%, B2AR arrestin -0.3%, p53 reactivation 16%, TRPV1 agonist 4, AT treatment -9%, ELG1 repair inh -7% and MLL CXXC-DNA inh -2%.
Screening O=C(CNC(=O)c1ccc2c(c1)OCO2)NCc1cccs1 returned BRCA1 expr act 23%, Integrin act MD -2%, PTAP TSG101 blk 0%, TCR activator 0%, B2AR arrestin -0.3%, p53 reactivation 5%, AT treatment 3% and ELG1 repair inh 0%.
`CCC(NC(=O)CNC(=O)CNC(=O)c1ccc(Cl)cc1Cl)c1ccc(C)cc1` (centres undefined) gave BRCA1 expr act -18%, Integrin act MD 0%, PTAP TSG101 blk -6%, TCR activator -6%, B2AR arrestin -0.9%, p53 reactivation -4%, TRPV1 agonist -3, AT treatment -2%, ELG1 repair inh -11% and MLL CXXC-DNA inh 19%.
For NC(=O)CC(NC(=O)Cc1ccc(Cl)cc1)c1ccc(NCCOc2ccccc2)c([N+](=O)[O-])c1 (centres undefined) the results were BRCA1 expr act 0%, Integrin act MD -18%, PTAP TSG101 blk -2%, TCR activator 0%, B2AR arrestin 0.3%, p53 reactivation 4%, TRPV1 agonist 2, AT treatment -11%, ELG1 repair inh -9% and MLL CXXC-DNA inh 4%.
`N#CC1=C(N)Oc2n[nH]c(CSc3ccccc3)c2C12C(=O)Nc1ccccc12` (centres undefined) gave BRCA1 expr act -37%, Integrin act MD -36%, PTAP TSG101 blk -7%, TCR activator 0%, B2AR arrestin 0.0%, p53 reactivation -10%, TRPV1 agonist 3, AT treatment -4%, ELG1 repair inh 6% and MLL CXXC-DNA inh 0%.
N#CC1=C(N)NC(SCc2ccc(Br)cc2)=C(C#N)C12CCCCC2 was read as BRCA1 expr act -20%, Integrin act MD 7%, PTAP TSG101 blk 1%, TCR activator -4%[46.1 µM], B2AR arrestin -0.3%, p53 reactivation 6%, TRPV1 agonist 1, AT treatment -1%, ELG1 repair inh inconclusive and MLL CXXC-DNA inh 5%.
`COc1ccccc1CN1CCN(C(c2ccccc2)c2ccccc2)CC1` gave BRCA1 expr act -27%, Integrin act MD -46%[inhibitor], PTAP TSG101 blk -8%, TCR activator 7%, B2AR arrestin 0.5%, p53 reactivation 6%, TRPV1 agonist 4, AT treatment -6%, ELG1 repair inh -14% and MLL CXXC-DNA inh 2%.
`S=C(Nc1ccc(Cl)cc1)N1CCN(Cc2ccccc2)CC1` gave BRCA1 expr act 0%, Integrin act MD 4%, PTAP TSG101 blk -2%, TCR activator -2%, B2AR arrestin -0.2%, p53 reactivation 0%, TRPV1 agonist 8, AT treatment 2%, ELG1 repair inh -3% and MLL CXXC-DNA inh -13%.
CN(C)CCCN(C(=O)c1ccc(C(=O)c2ccccc2)cc1)c1nc2ccc(F)cc2s1 was read as BRCA1 expr act -18%, Integrin act MD -57%[inhibitor], PTAP TSG101 blk -1%, TCR activator 2%, B2AR arrestin -0.5%, p53 reactivation -24%, TRPV1 agonist -4, AT treatment 2%, ELG1 repair inh inconclusive and MLL CXXC-DNA inh 3%.
For CC(C)C(=O)N1C2CCC1CC(O)(c1ccc(F)cc1)C2 (centres undefined) the results were BRCA1 expr act -6%, Integrin act MD 9%, PTAP TSG101 blk -3%, TCR activator 2%, B2AR arrestin -0.5%, p53 reactivation 9%, TRPV1 agonist -1, AT treatment -3%, ELG1 repair inh -3% and MLL CXXC-DNA inh 4%.
For Cc1c(C(=O)N2CCN(Cc3ccccc3)CC2)oc2c1C(=O)CC(C)(C)C2 the results were BRCA1 expr act 22%, Integrin act MD -15%, PTAP TSG101 blk -6%, TCR activator 3%, B2AR arrestin 5.1%, p53 reactivation 3%, TRPV1 agonist inconclusive, AT treatment -1%, ELG1 repair inh 10% and MLL CXXC-DNA inh 5%.
COc1ccc(C2(O)C(=O)Nc3ccc(C)cc32)cc1OC (centres undefined) was read as BRCA1 expr act -17%, Integrin act MD 33%, PTAP TSG101 blk 0%, TCR activator 0%, B2AR arrestin 0.4%, p53 reactivation -10%, TRPV1 agonist 0, AT treatment -7%, ELG1 repair inh 5% and MLL CXXC-DNA inh 2%.
O=C(CN(Cc1ccccc1Cl)C(=O)c1csnn1)NCc1ccc2c(c1)OCO2 was read as BRCA1 expr act -19%, Integrin act MD 3%, PTAP TSG101 blk -8%, TCR activator -4%, B2AR arrestin -0.1%, p53 reactivation -5%, TRPV1 agonist 3, AT treatment 1%, ELG1 repair inh -5% and MLL CXXC-DNA inh 49%[activator].
Screening Cc1nc(/N=C(\N)NC(=O)N2c3ccccc3Sc3ccccc32)nc2ccccc12 returned BRCA1 expr act -29%, Integrin act MD 19%, PTAP TSG101 blk -1%, TCR activator -1%[46.1 µM], B2AR arrestin 0.0%, p53 reactivation -5%, TRPV1 agonist -2, AT treatment 3%, ELG1 repair inh -19% and MLL CXXC-DNA inh 8%.
Cc1cc(C)c(C#N)c(SCc2ccccc2)n1 was read as BRCA1 expr act -29%, Integrin act MD 28%, PTAP TSG101 blk 1%, TCR activator -19%[46.1 µM], B2AR arrestin 0.0%, p53 reactivation 4%, TRPV1 agonist 15, AT treatment 10%, ELG1 repair inh inconclusive and MLL CXXC-DNA inh 4%.
`O=C(O)CN1CCN(Cc2ccc(F)cc2Cl)C1=O` gave BRCA1 expr act 1%, Integrin act MD 1%[7.66 µM], PTAP TSG101 blk -2%, TCR activator 8%, B2AR arrestin -0.8%, p53 reactivation -2%, TRPV1 agonist inconclusive, AT treatment 5%, ELG1 repair inh 5% and MLL CXXC-DNA inh -2%.
For CC(=O)c1ccc(OCc2ccc(C(=O)c3ccccc3)cc2)cc1 the results were BRCA1 expr act -5%, Integrin act MD -12%, PTAP TSG101 blk 0%, TCR activator -3%, B2AR arrestin -0.5%, p53 reactivation -1%, TRPV1 agonist 0, AT treatment 10%, ELG1 repair inh -14% and MLL CXXC-DNA inh -14%.
COC(=O)c1cc2c(N)c(C(=O)c3ccccc3)sc2nc1C(OC)OC was read as BRCA1 expr act 6%, Integrin act MD 26%, PTAP TSG101 blk -5%, TCR activator 4%, B2AR arrestin -1.1%, p53 reactivation -2%, TRPV1 agonist 8, AT treatment 7%, ELG1 repair inh inconclusive and MLL CXXC-DNA inh -1%.

Bioassay records (PubChem)
